Compound activity from PubChem.
Eya2 inh: blocks the phosphatase activity of human Eya2; recombinant Eya2, OMFP fluorescence dephosphorylation (OMFP is methylfluorescein phosphate); Potency, µM (titrated, usually from 76.9 µM), inactives show at the highest dose activity, negative = inhibition, actives largely listed as inhibitors; actives 0.006% (n = 330,000); AID 488837; O00167; further: potency means the concentration at half of the fitted maximal effect; on the % scale 0 is the no-effect control and ±100 the full control effect
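Eya2 (0.2 uM) preincubated 10 min at ambient with compound, then OMFP substrate added at 50 uM; 10 min reaction in 50 mM HEPES pH 7.5, 50 mM NaCl, 5 uM MgCl2, 0.05% BSA, 1 mM DTT. Fluorescence read at Ex 485/Em 525 nm.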
A-T KAP1 phos: potential ataxia-telangiectasia treatments restoring KAP-1 phosphorylation | […] A-T fibroblasts, KAP-1 phosphorylation AlphaLISA; neocarzinostatin DNA damage 30 min before lysis | Potency, µM (highest dose often 57.5 µM), inactives show top-dose activation, most hits filed as activators | actives 0.19% (n = 320,000) | AID 485349; further: potency means the concentration at half of the fitted maximal effect; % of control where 0% means no effect; nearly all actives have a fitted effect of over 45% in size
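hTERT-immortalized A-T patient fibroblasts ([…]), 500 cells/well in OPTI-MEM, 1% FBS, got compounds for 60 min, then NCS for 30 min at 37C. Lysates were then assayed for phospho-KAP-1 by AlphaLISA (anti-pKAP1 donor, anti-KAP1 acceptor beads), 6 hr at 25C.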
KCNH2 3.1 inh: KCNH2 3.1 (human) potassium channel inhibition. U2OS KCNH2 3.1, thallium flux FluxOr; hits give low values. activity change, % (tested at about 1.8 µM). actives 0.95% (n = 340,000). AID 720553;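 active means maximum activity change below -70%; inconclusive means maximum activity change from -70% to -50%; inactive means maximum activity change above -50%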;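 further: thallium influx rate constant from kinetic fluorescence after stimulation buffer; on the % scale 0 is the no-effect control and ±100 the full control effect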
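U2OS cells transduced with KCNH2 3.1 mutant virus (1.77 x 10^8 /mL, 4 h), plated overnight at 37 C, loaded 45 min with FluxOr dye plus Red40 quencher. Thallium flux rate constant from kinetic reads after stimulation buffer, normalised to controls.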
USP2a block: USP2a (human) protease inhibition. O75604. USP2 core, Ub-CHOP2 coupled fluorogenic reporter, 485/531. Potency, µM (doses to about 38.3 µM), for inactives: at the highest dose activity change, negative = inhibition, most hits filed as inhibitors. actives 0.01% (n = 330,000). AID 463254;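 further: potency means the concentration at half of the fitted maximal effect; plate controls were DMSO wells for no effect and full inhibition by NEM control for full effect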
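Cell-free coupled assay: 10nM USP2 core preincubated 30min RT with compound in Tris-HCl pH 8.0/CaCl2/CHAPS buffer, then 25nM Ub-CHOP2 and 25nM reporter substrate; fluorescence (Ex 485/Em 531) read after 60min RT, normalized to NEM inhibition, concentration-response curves fitted.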
ELG1 DNA repair: ELG1-dependent DNA repair inhibition; actives 2.3% (n = 330,000); HEK293T ELG1-luciferase reporter, luminescence, 16 h; DNA damage induced by 5-fluorouridine; Potency, µM (titrated, usually from 46.1 µM), for the others: at the highest dose activity change, negative = inhibition, actives largely listed as inhibitors; further: potency means the concentration at half of the fitted maximal effect; on the % scale 0 is the no-effect control and ±100 the full control effect; nearly all actives have a fitted effect of over 55% in size
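5-Fluorouridine DNA damage + compound/DMSO, 2,000 cells/well, 16 h, 37 °C/5% CO2. ONE-Glo, 30 min RT, luminescence. Readout = decrease in reporter signal.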
Mito fusion act: mitochondrial division inhibition or fusion activation | S. cerevisiae fusion-defective mutant growth rescue, CellTiterGlo 48 h | Potency, µM (series often up to 46.1 µM), for inactives: at the highest dose growth rescue (activation), usual class: activators | actives 0.23% (n = 320,000);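 further: potency means the concentration at half of the fitted maximal effect; % of control where 0% means no effect; nearly all actives have a fitted effect of over 45% in size; temperature-sensitive fusion mutants such as fzo1-1 at 37 °C on non-fermentable ethanol glycerol medium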
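Read-out: ATP-based luminescence (CellTiterGlo, 10 min ambient) reporting growth of fusion-defective ts yeast after 48 hours at 37C on glycerol/ethanol YPEG medium in the presence of compound.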
KCNH2 WT inh: inhibitors of human wildtype KCNH2 potassium channel; Q12809; U2OS, BacMam KCNH2, thallium flux FluxOr; hits give low values; activity change, % at 1.84 µM; actives 0.37% (n = 340,000); AID 720551;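 active means maximum activity change below -70%; inconclusive means maximum activity change between -70% and -50%; inactive means maximum activity change above -50%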; further: on the % scale 0 is the no-effect control and ±100 the full control effect
Target sequence (Q12809 whole entry, looked up): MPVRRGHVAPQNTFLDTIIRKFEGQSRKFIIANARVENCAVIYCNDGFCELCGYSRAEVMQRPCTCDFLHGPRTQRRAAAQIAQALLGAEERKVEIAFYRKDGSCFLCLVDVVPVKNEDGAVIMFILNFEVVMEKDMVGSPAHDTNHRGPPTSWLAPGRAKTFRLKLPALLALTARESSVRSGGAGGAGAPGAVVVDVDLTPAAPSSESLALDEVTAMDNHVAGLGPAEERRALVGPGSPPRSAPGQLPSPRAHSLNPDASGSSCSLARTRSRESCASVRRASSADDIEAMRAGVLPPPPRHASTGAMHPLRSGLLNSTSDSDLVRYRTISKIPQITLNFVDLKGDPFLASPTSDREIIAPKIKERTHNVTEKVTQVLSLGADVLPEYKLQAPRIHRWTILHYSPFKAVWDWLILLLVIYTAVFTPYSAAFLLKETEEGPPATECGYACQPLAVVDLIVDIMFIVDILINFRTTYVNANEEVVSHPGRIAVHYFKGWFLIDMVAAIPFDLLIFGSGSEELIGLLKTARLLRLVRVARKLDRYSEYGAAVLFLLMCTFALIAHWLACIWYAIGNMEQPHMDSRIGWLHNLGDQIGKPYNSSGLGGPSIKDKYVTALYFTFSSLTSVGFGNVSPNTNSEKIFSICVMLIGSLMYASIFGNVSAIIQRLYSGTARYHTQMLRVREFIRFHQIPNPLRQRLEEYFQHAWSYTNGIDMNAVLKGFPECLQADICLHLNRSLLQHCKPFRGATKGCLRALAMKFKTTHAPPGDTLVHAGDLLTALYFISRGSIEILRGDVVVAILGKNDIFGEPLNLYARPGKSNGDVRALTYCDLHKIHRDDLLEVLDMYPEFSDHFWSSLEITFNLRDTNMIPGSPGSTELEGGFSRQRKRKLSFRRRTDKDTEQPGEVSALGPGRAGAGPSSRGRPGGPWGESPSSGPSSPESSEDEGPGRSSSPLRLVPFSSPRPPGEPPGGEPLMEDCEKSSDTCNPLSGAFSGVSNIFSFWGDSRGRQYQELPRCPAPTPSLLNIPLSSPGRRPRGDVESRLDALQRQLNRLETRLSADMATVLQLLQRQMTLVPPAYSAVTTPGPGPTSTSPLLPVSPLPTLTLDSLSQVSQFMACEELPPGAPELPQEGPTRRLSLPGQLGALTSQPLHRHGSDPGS
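U2OS cells transduced with wild-type KCNH2 virus are loaded with FluxOr dye for 45 min, and thallium flux is measured in kinetic reads before and after stimulation buffer. Rate constants are normalized to DMSO controls.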
TSHR antag: blocks TSH signaling through the human TSH receptor; TSHR-expressing cells, TSH-stimulated cAMP HTRF, 2 h; hits give low values; activity change, negative = inhibition, % at 11.5 µM; actives 0.2% (n = 330,000); AID 504810;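 active means activity change below a set negative limit, meaning inhibition stronger than a set level, cut at about -70% in these data; inconclusive means activity change between two set negative limits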; further: on the % scale 0 is the no-effect control and ±100 the full control effect
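TSHR-expressing cells were treated with compounds, then stimulated with TSH at EC80 (4nM final) for 2 hours at 37 deg C. Cellular cAMP was measured by HTRF competition between lysate cAMP and cAMP-d2 for a cryptate-labelled anti-cAMP antibody.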
TCR act: T cell receptor activation; AID 504894; Potency, µM (highest dose often 9.22 µM), without a hit: at the top dose activation of IL-2 secretion, actives largely listed as activators; 330,000 tested, under 10 active; primary human leukocytes, anti-CD3, IL-2 HTRF, 48 h; further: % of control where 0% means no effect
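Readout: HTRF IL-2, Eu-cryptate/d2 antibody pair, 320nm excitation, 665nm emission. Stimulus: a-CD3 beads, no co-stimulation. Cells: primary human leukocytes. Exposure: 48 hr with compound.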
TRPV1 ag: agonists of human vanilloid receptor 1 (TRPV1) | Q8NER1 | TRPV1-expressing cells, Fluo-8 calcium influx, agonist mode | activation, % at 8.33 µM | actives 0.19% (n = 320,000); in the data active means activation above about 80%; inconclusive means between about 30% and that limit; further: 0% is about no effect
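Cells expressing TRPV1 were dye-loaded with Fluo-8 and read kinetically: 10 s baseline, 3 min after compound (agonist portion), then 2 min after EC20 capsaicin (allosteric enhancer portion). Calcium-bound dye fluorescence at 480/520 nm.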
* = called active by the depositor; ? = inconclusive; nt = no result given; [ ] = dose if it differs, or a comment. Unless noted, the call rests on the fitted dose curve; in most records, active means well fitted curve in the direction sought with a large enough effect; inconclusive means small, poorly fitted or top-dose-only effect, or another doubt; inactive means no such curve, though single readings can be large; an effect the other way counts as inactive or inconclusive.

SMILES | Eya2 inh | A-T KAP1 phos | KCNH2 3.1 inh | USP2a block | ELG1 DNA repair | Mito fusion act | KCNH2 WT inh | TSHR antag | TCR act | TRPV1 ag
CCOCCOC(=O)C(C)Sc1n[nH]c(=O)[nH]c1=O (stereo not drawn) | -1% | 1% | 1 | 0% | 11% | 0% | -6 | 6 | -8% | -1
CCOC(=O)CNC(=O)C1Cc2ccccc2CN1S(=O)(=O)c1cccs1 (stereo not drawn) | ? | 5% | -11 | 5% | -3% | 0% | 10 | -2 | -2% | 1
Cc1cc(OCC(=O)c2ccc(Br)cc2)ccc1N1C(=O)CCC1=O | 12% | 7% | 6 | -1% | 3% | nt | -10 | 6 | 0% | 3
CCN(CC)CC(C)(C)COC(=O)c1oc2ccccc2c1C | 7% | -4% | 7 | 3% | 6% | -1% | 31 | 12 | 5% | 14
O=C(CCS(=O)(=O)c1ccc(Cl)cc1)OCC(=O)N1CCCCC1 | 6% | -3% | -10 | 0% | 10% | -1% | -18 | -7 | 2% | 2
CC(NC(=O)COc1ccccc1Cl)c1ccccc1 (stereo not drawn) | -23% | 20% | -1 | 0% | -29% | 13% | 1 | -7 | -15% | 28
CC1CC1C(=O)OCC(=O)Nc1cc(S(=O)(=O)N2CCCCC2)ccc1Cl (stereo not drawn) | 5% | 5% | 5 | -1% | 0% | nt | 7 | -8 | 0% | nt
O=C(O)Cc1ccc2sc(-c3ccccc3)nc2c1 | 4% | 3% | -11 | 2% | ? | -2% | 19 | -10 | -3%[46.1 µM] | 1
O/N=C(/c1ccc(Cl)cc1)C1CC1c1ccccc1 (stereo not drawn) | -3% | 4% | -1 | 1% | 13% | -4% | -4 | -10 | 7% | 15
CCCS(=O)(=O)n1nc(-c2ccc(Br)cc2)cc1N | -2% | 20% | -1 | -1% | 16% | ? | -1 | -10 | ? | -7
Cc1ccc(S(=O)(=O)NCCC(=O)NCCN2CCCCCC2)cc1 | -32% | 1% | -2 | -4% | 16% | 3% | -2 | 15 | 2% | -3
COCCCNc1nc(N)c([N+](=O)[O-])c(N2CCCCCC2)n1 | 8% | 20% | 3 | -1% | -8% | 16% | -4 | 7 | 0% | 1
O=C(Nc1ccccc1C(F)(F)F)c1cc(-c2cccc(O)c2)on1 | -44% | -4% | -7 | 5% | ? | 0% | -6 | 34 | 1% | 2
CCCCc1ccc(NC(=O)CSc2nnc(CNC(=O)c3ccco3)o2)cc1 | -11% | 1% | 13 | -4% | 12% | 1% | 14 | -14 | 3% | 1
COc1ccc(N2C(=O)CC(N3CCC(O)(c4cccc(C(F)(F)F)c4)CC3)C2=O)cc1 (stereo not drawn) | 10% | -6% | -8 | -2% | ? | -13% | -3 | 1 | -4% | 0
Cc1cccc(NC(=O)CSc2nc3c([nH]c4ccccc43)c(=O)n2C)c1 | -3% | nt | 4 | 10% | -8% | -2% | -17 | 0 | 0% | -2
CCOc1ccc(NS(=O)(=O)c2ccc(N)cc2)cc1 | -5% | 4% | -11 | 0% | 2% | 0% | -4 | -1 | -1% | 4
CC1(C)CC(=O)C=C(NCCN2CCN(C(=O)Nc3ccccc3)CC2)C1 | -18% | -2% | 5 | 2% | 0% | -2% | -8 | -2 | -9% | -2
COc1ccc(OCCOc2ccc(S(=O)(=O)N3CCCC3)cc2[N+](=O)[O-])cc1 | 0% | -16% | -2 | 0% | -25% | 24% | 34 | -23 | 4% | 2
Cn1c(=O)c2[nH]c(N3CCN(c4ccccc4)CC3)nc2n(C)c1=O | -5% | 4% | 11 | 2% | -3% | -1% | 1 | 34 | 3% | -1
COCCN1C(=O)C(=O)/C(=C(/O)c2ccc(S(=O)(=O)N3CCOCC3)cc2)C1c1cccc(O)c1 (stereo not drawn) | 3% | 8% | -2 | -1% | 19% | 5% | -11 | 10 | 9% | -2
O=C(NC(Cc1ccccc1)C(=O)NCc1ccccn1)c1ccco1 (stereo not drawn) | -8% | 6% | 16 | 4% | 1% | -3% | -3 | 1 | 4% | 0
O=S1(=O)N=C(N2CCCc3ccccc32)c2ccccc21 | 9% | 10% | 1 | -6% | 5% | 6% | 4 | 15 | -5% | 0
COc1ccc(C2=NO[C@@H]3C(=O)N(c4ccc(C)cc4C)C(=O)[C@H]23)cc1OC | -6% | 0% | 4 | 1% | 2% | 0% | -1 | -3 | -3% | 0

Fetched one by one from the list above:
SMILES | Eya2 inh | A-T KAP1 phos | KCNH2 3.1 inh | USP2a block | ELG1 DNA repair | Mito fusion act | KCNH2 WT inh | TSHR antag | TCR act | TRPV1 ag
COCCCNc1nc(N)c([N+](=O)[O-])c(N2CCCCCC2)n1 | 8% | 20% | 3 | -1% | -8% | 16% | -4 | 7 | 0% | 1
CC1CC1C(=O)OCC(=O)Nc1cc(S(=O)(=O)N2CCCCC2)ccc1Cl (stereo not drawn) | 5% | 5% | 5 | -1% | 0% | nt | 7 | -8 | 0% | nt

Back to the main list with the three entries that preceded the break.
SMILES | Eya2 inh | A-T KAP1 phos | KCNH2 3.1 inh | USP2a block | ELG1 DNA repair | Mito fusion act | KCNH2 WT inh | TSHR antag | TCR act | TRPV1 ag
O=C(NC(Cc1ccccc1)C(=O)NCc1ccccn1)c1ccco1 (stereo not drawn) | -8% | 6% | 16 | 4% | 1% | -3% | -3 | 1 | 4% | 0
O=S1(=O)N=C(N2CCCc3ccccc32)c2ccccc21 | 9% | 10% | 1 | -6% | 5% | 6% | 4 | 15 | -5% | 0
COc1ccc(C2=NO[C@@H]3C(=O)N(c4ccc(C)cc4C)C(=O)[C@H]23)cc1OC | -6% | 0% | 4 | 1% | 2% | 0% | -1 | -3 | -3% | 0
CCCCNc1nc(=S)n(-c2ccccc2)c(C)c1C(C)=O | -17% | -7% | nt | 0% | 13% | 1% | 29 | -1 | -2% | 1
CN1CCN(S(=O)(=O)c2cccc(C(=O)Oc3cccc(C#N)c3)c2)CC1 | 11% | -6% | -9 | 1% | 9% | -4% | -17 | -9 | 2% | 3
Cc1cc(SCCC(=O)O)nc2c(C)cccc12 | 17% | 1% | 9 | 2% | 13% | 5% | 1 | -2 | 3% | 2
Cc1ccccc1OCC(=O)Nc1ccc(Cc2ccncc2)cc1 | -6% | 2% | -2 | -5% | ? | 19% | 8 | 7 | -4% | ?
CCCCCc1c(C)nc(N2CCOCC2)[nH]c1=O | 8% | -4% | -8 | 2% | 13% | -6% | -7 | -1 | 0% | 20
COc1cc2c(cc1OC)CN(Cc1ccc(F)cc1)CC2 | 2% | -11% | -7 | -2% | 26% | 2% | 6 | -3 | -4% | 4
C=CCN(C(=O)c1csnn1)C(C(=O)NC(C)(C)C)c1ccncc1 (stereo not drawn) | 5% | 0% | 12 | 7% | 5% | -1% | -16 | -3 | 3% | -2
Cc1cc(C(=O)Cn2nc(C(=O)O)c3ccccc3c2=O)c(C)n1CCc1ccc(F)cc1 | 2% | -3% | 3 | -7% | ? | 11% | 14 | -23 | 4% | nt
Cc1cc(-c2nnc(SCC(=O)Nc3nc(-c4ccccc4)cs3)o2)no1 | -3% | 14% | -8 | 7% | -4% | 5% | 0 | -5 | 0% | 1
CCC1Oc2ccc(C)cc2N(CC(=O)NCC2CCCO2)C1=O (stereo not drawn) | 8% | 18% | 2 | 2% | 14% | -3% | -1 | 4 | 2% | -4
CCN1CCC(CNCc2cn(-c3ccc(OC)cc3)nc2-c2ccccc2Cl)C1 (stereo not drawn) | 1% | -4% | -6 | 0% | 7% | -7% | 22 | 4 | -3% | 1
S=C1NCN(Cc2ccccc2)CN1C1CCCCC1 | -2% | -2% | 2 | 1% | -7% | 0% | 18 | 0 | -6% | 6
O=C(COc1ccc(S(=O)(=O)NC2CCCC2)cc1)N1CCCCC1 | 2% | -2% | -1 | 1% | 0% | 0% | -13 | 4 | 6% | 3
Cc1n[nH]c(=O)c2c(NC(=O)CSc3ccccc3Cl)oc(C)c12 | 13% | -9% | -23 | 0% | -1% | -2% | 1 | nt | 4% | 4
COc1cc(/C=N/NC(=O)CNc2n[nH]c(=O)[nH]c2=O)ccc1O | -9% | -2% | -8 | 4% | -2% | -7% | -10 | -2 | -1%[46.1 µM] | -1

Part of the list above with just KCNH2 WT inh and TSHR antag.
smiles,KCNH2 WT inh,TSHR antag
S=C1NCN(Cc2ccccc2)CN1C1CCCCC1,18,0
O=C(COc1ccc(S(=O)(=O)NC2CCCC2)cc1)N1CCCCC1,-13,4

Only part of the results is shown; count on the stated rates, not on these rows.
